Bcl-xL primary – inhibitors of human Bcl-xL; GST-Bcl-xL / FITC-Bim BH3 peptide fluorescence polarization; inhibition, % at 10.9 µM; hit rate 0.7% among 320,000; AID 2129;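 active = inhibition above the mean of all tested compounds plus 3 SD, cutoff set per campaign, cut at about 30% in these data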;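 note: 0% = DMSO wells and 100% = unlabeled Bim-BH3 peptide competitor; inhibitors lower millipolarization by displacing the labeled peptide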
Target sequence (Q07817 whole entry, looked up): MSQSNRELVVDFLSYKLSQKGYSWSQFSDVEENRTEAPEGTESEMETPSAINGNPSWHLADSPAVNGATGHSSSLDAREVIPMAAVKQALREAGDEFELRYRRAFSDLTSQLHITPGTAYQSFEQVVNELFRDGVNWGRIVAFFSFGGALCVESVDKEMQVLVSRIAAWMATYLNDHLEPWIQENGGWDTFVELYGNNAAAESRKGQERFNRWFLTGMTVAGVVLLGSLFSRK
VLA-4 inh – inhibition in a human VLA-4 binding assay; inhibition, % (about 7 µM as worked out from the volumes in the protocol); VLA-4 expressing cells, ligand binding flow cytometry; hit rate 0.2% among 330,000; in the data active = inhibition above about 50%
AGP1-GFP MLPCN – modulators of TOR pathway AGP1-GFP in S. cerevisiae. S. cerevisiae AGP1-GFP multiplex flow cytometry, 3 h; GFP as percent of DMSO wells. GFP response vs DMSO, % at 10 µM. hit rate 0.02% among 320,000. AID 2066;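 active = GFP response relative to DMSO above a set limit, near screen average plus 3 SD, cut at about 150% in these data; inconclusive = fewer than 70 cells counted for the yeast strain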;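 note: median GFP channel fluorescence of the gated AGP1 strain per well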
GLD-1 TGE inh – GLD-1-TGE RNA interaction inhibition (C. elegans). purified GLD-1 + fluorescein TGE RNA, fluorescence polarization. inhibition, % at 5.96 µM. hit rate 0.44% among 320,000. AID 2280;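 active = percent inhibition above a per-plate cutoff, the plate mean of test compounds plus 3 SD, cut at about 30% in these data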;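 note: 0% = DMSO wells with GLD-1 and probe and 100% = wells lacking GLD-1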
Target sequence (Q17339 whole entry, looked up): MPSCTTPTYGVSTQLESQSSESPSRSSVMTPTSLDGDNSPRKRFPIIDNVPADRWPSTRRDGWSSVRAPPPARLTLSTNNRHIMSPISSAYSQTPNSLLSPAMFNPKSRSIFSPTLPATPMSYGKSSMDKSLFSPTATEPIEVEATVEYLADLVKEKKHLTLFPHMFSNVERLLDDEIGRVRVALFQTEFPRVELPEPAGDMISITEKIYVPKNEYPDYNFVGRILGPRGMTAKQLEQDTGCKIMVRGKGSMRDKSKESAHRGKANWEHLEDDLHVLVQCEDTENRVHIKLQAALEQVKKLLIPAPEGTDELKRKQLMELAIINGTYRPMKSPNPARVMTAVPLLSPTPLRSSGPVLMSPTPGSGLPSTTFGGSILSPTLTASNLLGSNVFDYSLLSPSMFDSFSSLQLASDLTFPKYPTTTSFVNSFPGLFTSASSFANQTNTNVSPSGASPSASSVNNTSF
GRK2 inh – blocks RNA aptamer binding to human GRK2. bead flow cytometry, FAM-aptamer displacement from GRK2. hit rate 0.59% among 330,000. P25098. inhibition of aptamer binding, % at 10 µM. AID 488847;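 active = inhibition of aptamer binding above 40%, roughly 3 SD of noise, on plates passing a quality check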;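 note: median bead fluorescence of bound FAM aptamer so fluorescent compounds give negative values; no value below 0 was filed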
MEX-5 binding – C. elegans MEX-5 TCR-2 RNA binding activity | MEX-5/FITC-TCR2 RNA binding, fluorescence polarization; active compounds read low | activity score (negative = inhibition of binding), % at 10 µM | hit rate 0.38% among 300,000 | Q9XUB2 | AID 1832;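 active = inhibition past about -25% in most replicates, and total fluorescence under double the plate's negative control median, limit read from the data; inconclusive = replicates evenly split on the limit, or fluorescence at least double controls; inactive = too little inhibition in most replicates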;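 note: 0% = DMSO and -100% = 5 µM competing unlabeled TCR2 RNA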
MCL1 BIM primary – disrupts human MCL1 binding to BIM-BH3 peptide; Q07820; GST-MCL1 / FITC-Bim-BH3 fluorescence polarization; inhibition, % at 10.9 µM; hit rate 0.68% among 320,000;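 active = inhibition above the mean inhibition of all tested compounds plus 3 SD, set per campaign, cut at about 40% in these data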;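 note: 0% = DMSO wells and 100% = unlabeled Bim-BH3 peptide control; higher means more loss of mP so more displacement of Bim peptide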
Target sequence (Q07820 whole entry, looked up): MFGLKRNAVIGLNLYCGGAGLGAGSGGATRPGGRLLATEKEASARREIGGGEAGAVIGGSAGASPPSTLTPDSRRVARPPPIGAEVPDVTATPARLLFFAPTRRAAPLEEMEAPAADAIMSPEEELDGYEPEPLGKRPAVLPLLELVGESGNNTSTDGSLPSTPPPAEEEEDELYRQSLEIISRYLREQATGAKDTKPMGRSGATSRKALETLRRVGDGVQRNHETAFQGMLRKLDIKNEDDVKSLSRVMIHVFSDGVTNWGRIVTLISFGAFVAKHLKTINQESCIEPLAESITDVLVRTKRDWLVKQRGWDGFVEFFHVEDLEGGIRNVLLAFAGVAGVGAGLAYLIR
Yeast superoxide – yeast age-related superoxide inhibition as caloric restriction mimetic; superoxide response (% of plate mean), % at 10 µM; S. cerevisiae aged cells, superoxide DHE fluorescence; active compounds read low; hit rate 0.18% among 330,000;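 active = superoxide response under a set limit, about three screen SD below normal, cut at about 65% in these data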;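 note: yeast aged for seven days with compound at 30 °C before DHE staining; 100% = average MFI of all compound-treated wells on the plate with controls excluded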
CIT2-GFP yeast – yeast TOR pathway CIT2-GFP modulation. S. cerevisiae CIT2-GFP strain, flow cytometry, 3 h; 100 means same as DMSO wells. GFP response vs DMSO, % at 10 µM. hit rate 0.065% among 320,000. AID 2029;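 active = GFP response relative to DMSO above a set limit, near the screen mean plus 3 SD, cut at about 150% in these data; inconclusive = Fewer than 70 cells measured for a yeast strain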;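 note: ratio of well median GFP fluorescence to mean of DMSO wells on the plate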
* marks the source's active call; other numbers are inactive results; i = inactive; ? = inconclusive; . = no result given; [ ] = remark or other dose.

SMILES	Bcl-xL primary	VLA-4 inh	AGP1-GFP MLPCN	GLD-1 TGE inh	GRK2 inh	MEX-5 binding	MCL1 BIM primary	Yeast superoxide	CIT2-GFP yeast
COc1ccccc1NS(=O)(=O)c1cc(NC(=O)c2ccncc2)ccc1N1CCCC1	5	10	101	4	0	-2.4	6	107	93
CC1CN(S(=O)(=O)c2cccc(C(=O)OCC(=O)Nc3ccc4c(c3)OCO4)c2)CC(C)O1 (stereo not given)	-1	-16	95	-23	0	.	-16	82	103
C=CCNc1cnn(-c2ccccc2)c(=O)c1Cl	-1	-9	102	-8	0	-1.2	-3	101	100
CCn1c(Cc2cccs2)nnc1SCC(=O)Nc1ccc(OC)c(OC)c1	-1	2	106	-10	7	1.3	-7	87	103
C/C(CCc1oc2ccccc2c1-c1ccc(C)o1)=N/O	-3	1	95	1	0	-0.8	2	85	96
CN1CCCN(S(=O)(=O)c2cccc(Cl)c2Cl)CC1	-5	23	108	3	0	0.5	-8	97	107
CCn1cc(CN2CCCC(C(=O)Nc3cccc(-c4cc5ccccc5[nH]4)c3)C2)c(C)n1 (stereo not given)	4	-6	101	4	0	-2.0	7	104	99
CC(C)N=C(Nc1cccnc1)c1ccccc1	1	-7	101	-1	0	-0.2	2	86	97
COc1cc(NC(=O)COc2ccccc2Cl)ccc1NC(=O)C(C)C	-1	4	96	2	0	0.1	-6	92	91
Cc1c(N=Cc2cc(Br)cc(Br)c2O)cccc1C(=O)O	13	22	.	10	10	-1.0	17	81	.
CNC(=O)c1ccccc1NC(=O)C1CC(=O)N(C(C)C)C1 (stereo not given)	1	10	108	6	1	-1.5	4	107	110
COc1cc2c(cc1OC)CN(C(=O)Nc1ccccc1)CC2	10	11	90	3	1	1.5	3	103	81
CCCCN1C2=C(C(=O)CCC2)C(c2ccc(Cl)c(Cl)c2)C2=C1c1ccccc1C2=O (stereo not given)	44*	-3	91	5	1	-2.9	43*	99	95
CCC(=O)Nc1ccc(C(=O)n2ccc(C)n2)cc1	1	6	95	0	0	0.8	2	111	90
OCCNCCCCSc1ccc(Cl)cc1	1	5	95	4	1	-4.4	-3	95	101
COc1cc(NS(=O)(=O)c2ccc(NC(=S)NC(=O)C3CCCC3)cc2)nc(OC)n1	10	5	98	1	3	0.3	21	92	94
COCCN(C(=O)CSc1nnc(-c2cccc(F)c2)n1N)c1c(N)n(Cc2ccccc2)c(=O)[nH]c1=O	-7	5	104	3	3	-2.0	-5	116	97
COCCCn1c(SCC(=O)OC2CCCCC2)nnc1-c1ccco1	3	5	99	-4	4	-0.8	4	82	101
COc1cc(-c2cc(C(=O)Nc3ccc(S(=O)(=O)NCc4ccco4)cc3)c3ccccc3n2)cc(OC)c1OC	4	-11	102	2	5	0.9	4	97	109
C=CCC1(NCc2ccco2)CCN(CC)CC1	5	6	103	-10	0	1.0	4	109	99
CCC(CC)C(=O)NCc1ccc(OC)cc1	-4	12	110	-2	2	-0.4	-8	123	101
CC(C)(C)c1ccc(C(=O)N/C(=C\c2cccs2)C(=O)N2CCOCC2)cc1	3	4	99	-12	1	0.5	4	99	90
C=CCSc1nnc(NC(=O)c2cn(CC)c3nc(C)ccc3c2=O)s1	5	-5	102	-2	0	0.8	-2	124	100
COc1cc(C)c(Cl)cc1S(=O)(=O)N(C)C	6	-14	101	4	0	-3.6	8	103	104
Cc1ccc(NC(=O)c2cccs2)cc1NC(=O)c1ccccc1Cl	6	7	99	5	1	2.6	8	92	100

Profiles from above. Screens in order: Bcl-xL primary	VLA-4 inh	AGP1-GFP MLPCN	GLD-1 TGE inh	GRK2 inh	MEX-5 binding	MCL1 BIM primary	Yeast superoxide	CIT2-GFP yeast
COCCCn1c(SCC(=O)OC2CCCCC2)nnc1-c1ccco1 across the screens: 3	5	99	-4	4	-0.8	4	82	101
COc1cc(C)c(Cl)cc1S(=O)(=O)N(C)C across the screens: 6	-14	101	4	0	-3.6	8	103	104
CCC(CC)C(=O)NCc1ccc(OC)cc1 across the screens: -4	12	110	-2	2	-0.4	-8	123	101

(continued)
SMILES	Bcl-xL primary	VLA-4 inh	AGP1-GFP MLPCN	GLD-1 TGE inh	GRK2 inh	MEX-5 binding	MCL1 BIM primary	Yeast superoxide	CIT2-GFP yeast
C=CC[C@@H](CC(=O)N(CCO)Cc1ccccc1)C(=O)NC[C@@H](OC(=O)[C@@H](CC=C)CC(=O)OC(C)(C)C)c1ccccc1	.	-8	108	5	0	.	.	113	105
CC(C)NS(=O)(=O)c1ccc(NC(=O)C2CCCCC2)cc1	4	11	93	-5	3	-1.0	-6	117	92
COc1ccc(NC(=O)Cn2ncn3nc(-c4ccc(OC)cc4)cc3c2=O)cc1	0	8	99	-6	4	-0.7	3	88	102
CCCCn1c(N)c(N(CC(C)C)C(=O)c2ccc(S(=O)(=O)N3CCCCC3)cc2)c(=O)[nH]c1=O	-9	-2	99	0	0	0.6	-8	103	92
CC1CC(C)(C)NC(=S)N1CCC(=O)NCc1ccc(F)cc1 (stereo not given)	-3	5	105	-1	1	-2.1	15	94	98
O=C(Nc1ccc(Br)cc1)C1C2C=CC3(O2)C1C(=O)N(CCN1CCOCC1)C3C(=O)NC1CCCCC1 (stereo not given)	2	-3	25[may fluoresce violet]	0	2	-1.0	2	109	?
COC(=O)c1[nH]c(C)c(/C(O)=C2\C(=O)C(=O)N(CCN(C)C)C2c2cc(OC)ccc2OC)c1C (stereo not given)	1	-6	95	0	0	1.7	6	105	100
Cn1cccc1/C=N/NC(=O)c1ccco1	-4	5	100	-5	0	1.8	-8	99	91
Cc1nn(C(=O)N2CCOCC2)c(C)c1C	4	2	93	1	0	-0.8	-4	96	88
CC(C)=C(NC(=O)c1ccccc1)C(=O)Nc1cccc(C)c1	1	-20	107	8	0	2.8	3	109	108
COc1cc(-c2cc3nc4ccccc4n3c(N)c2C#N)cc(OC)c1OC	4	2	102	3	9	-0.5	1	115	101
COc1ccc(S(=O)(=O)N2CCC(C(=O)N3CCOCC3)CC2)cc1Cl	-2	8	96	-7	2	-2.1	-1	112	81
COc1cc(/C=N/Nc2nc3ccccc3s2)ccc1O	3	-11	95	-4	3	-1.4	5	106	100
CCOC(=O)C1=C(COC(=O)c2ncc(Cl)c(Cl)c2Cl)NC(=O)NC1C (stereo not given)	-2	0	?	2	2	1.1	-2	98	99
CCCc1cc(Nc2cccc(OC)c2)n2ncnc2n1	2	-1	100	5	2	-0.7	1	89	106
Cc1ccccc1CN1C(=O)C(C)S/C1=N/N=C/c1ccco1 (stereo not given)	-1	-6	97	-4	1	1.0	2	88	89
O=C(CN(Cc1ccccc1)S(=O)(=O)c1ccccc1)NC1CC1	2	14	97	4	2	0.9	-2	104	94
O=C(Nc1cccc(C(F)(F)F)c1)Nc1ccc2[nH]c(=O)[nH]c2c1	12	-12	108	1	0	-1.3	6	100	107
COc1cc(N2CCCC2)c(OC)cc1/C=C(/C#N)c1ccc(Br)cc1	-34	i	104	-60	0	-10	-37	116	109
CC1(C)CC2CC(C)(CN2S(=O)(=O)c2ccc(F)cc2F)C1 (stereo not given)	6	4	97	2	1	.	6	87	95
CN(C)S(=O)(=O)c1cc(NC(=O)COC(=O)c2nc(Cl)ccc2Cl)ccc1Cl	.	3	97	2	3	.	.	109	98
COc1cc(CNCCO)ccc1OCC(=O)Nc1ccc(Br)cc1	8	7	41	9	0	1.4	11	128	71
Cn1c(=O)c(C(=O)Nc2ccccc2S(N)(=O)=O)c(O)c2ccccc21	34*	-10	100	1	0	1.8	25	87	83
N#Cc1ccccc1Cn1c(-c2cscn2)nc2ccccc21	7	-5	106	5	0	0.9	8	89	106
N#CCC(=O)Nc1ccc(C(=O)Nc2ccc3c(c2)OCO3)cc1	-5	6	97	-9	1	.	-25	100	93

(more compounds)
SMILES	Bcl-xL primary	VLA-4 inh	AGP1-GFP MLPCN	GLD-1 TGE inh	GRK2 inh	MEX-5 binding	MCL1 BIM primary	Yeast superoxide	CIT2-GFP yeast
COc1nc(-c2ccccc2)nc(C)c1CC(=O)O	6	-6	100	2	1	1.4	4	109	92
CC(O)CNCCNCc1c(OCc2ccccc2)ccc2ccccc12 (stereo not given)	2	-9	99	1	2	-1.4	1	91	102
COc1ccc(OC)c(C(=O)N(C)C2CCCN(Cc3ccccc3F)C2)c1 (stereo not given)	7	4	105	39*	1	1.2	16	106	107
COc1cc(N=Cc2c(O)[nH]c3ccccc23)cc(OC)c1OC	5	3	101	6	1	2.1	-4	111	100
CCN(CC)S(=O)(=O)c1cccc(NC2=NCCCCC2)c1	5	-3	100	4	0	-0.7	7	90	109
CC(C)Cn1c(Br)nc2c1c(=O)n(CCC#N)c(=O)n2C	6	-6	102	1	3	0.0	2	116	101
COc1cccc(NC(=S)N2CCN(S(=O)(=O)c3ccccc3)CC2)c1	.	-8	94	.	3	.	.	120	94
Cc1cc(NC(=O)c2cccc(C)c2[N+](=O)[O-])no1	1	-2	102	1	3	-0.1	4	99	107
CCCCN(C(=O)CSCc1c(C)noc1C)c1c(N)n(CCC)c(=O)[nH]c1=O	3	18	97	-8	1	0.8	-2	171	111
Cc1cc(NC(=O)c2ccc(C)c([N+](=O)[O-])c2)no1	4	4	92	1	0	3.4	5	110	101
COc1ccc(-c2nn(-c3ccccc3)cc2/C=C/C(=O)OCC(=O)Nc2ccccc2C#N)cc1	0	-2	104	9	0	-0.9	-4	104	96
O=S(=O)(N/N=C/c1ccccc1F)c1ccccc1	3	1	98	-5	1	0.2	2	106	102
Cc1ccc(NC(=O)C(C)C(=O)Nc2ccc(C)cc2)cc1	2	-2	97	-7	3	1.5	-1	100	93
COc1ccc(-c2nc(CS(=O)CC(=O)NC3CCCCCC3)c(C)o2)cc1 (stereo not given)	4	24	96	-6	0	-0.7	6	91	97
CN(Cc1ccco1)c1ncnc2ccc(-c3ccc4c(c3)OCO4)cc12	2	-3	91	-3	0	.	5	78	96
CCOC(=O)c1sc(N(Cc2ccccc2)C(=O)CN2C(=O)CN(C)C2=O)nc1C	3	2	111	-2	1	-1.2	5	89	114
COc1ccc(-c2nn(-c3ccccc3)cc2C(=O)NC(=S)Nc2cc(Cl)ccc2Cl)cc1	3	0	106	3	1	1.4	3	109	89
COc1ccc(NC(=O)C(Br)C(C)C)cc1 (stereo not given)	7	5	97	1	4	1.2	-4	109	104
c1cc(C(c2nnnn2C2CCCC2)N2CCOCC2)ccn1 (stereo not given)	3	11	110	-4	0	-0.8	0	105	106
O=C(O)CSc1c2c(nc3cc(C(=O)N4CCOCC4)ccc13)CCCC2	37*	2	107	18	0	-8.9	36	101	100
CN1CCc2c(sc(NC(=O)C3CCN(S(=O)(=O)c4cccs4)CC3)c2C(N)=O)C1	3	-9	100	8	0	4.2	-1	104	101
CNn1cnc2ccsc2c1=O	6	8	101	2	1	-1.9	3	107	94
Cc1c(C)c(C)c(/C=[N+](/C)[O-])c(C)c1C	4	17	94	3	4	-0.6	5	98	95
COc1cc(C2N(c3ccc(Cl)c(Cl)c3)C(=O)C3CCCN32)cc(OC)c1OC (stereo not given)	8	0	100	-2	0	-2.0	0	91	96
Cc1nn(-c2ccccc2)c(CC(C)(C)C(=O)O)c1C(=O)O	7	16	109	1	0	-2.1	8	93	114
CCCCCOC(=O)C1=C(C)Nc2ncnn2C1c1cccs1 (stereo not given)	5	3	91	0	0	1.2	4	91	95
COc1ccc2ccccc2c1/C=N/NC(=O)c1cccc(Br)c1	-1	11	102	-6	2	1.9	-4	102	103
Cc1ccccc1NC(=O)N1C2CCC1CC(O)(c1cccnc1)C2 (stereo not given)	4	-6	97	2	3	-0.1	0	102	100

Screening results from PubChem.
